GSIS activator: primary screen for activators of insulin secretion dependent on glucose, INS-1E cells, GLuc reporter luminescence | INS-1E GLuc reporter insulin secretion, 2-3 h | activation, % at 16.6 µM | actives 0.61% (n = 370,000);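 active = lowest replicate activation of at least 40%, so every replicate reaches that level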;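 also: 0% = median of neutral control wells and 100% = median of IBMX positive control wells; some compounds called inactive have numbers as strong as hits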
ARNT-TACC3 inh: disruptors of human ARNT/TACC3 interaction. Q9Y6A5. inhibition, % at 9.99 µM. actives 0.66% (n = 390,000). AlphaScreen His-ARNT PAS-B/GST-TACC3 binding, luminescence; TACC3 fragment carries E629A point mutation. AID 623870;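 active = mean inhibition of replicates at least 50% and at least half of replicates each reaching 50%; inconclusive = half or more replicates reach 50% but mean below 50%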;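 also: 0% = complete ARNT plus TACC3 wells and 100% = ARNT alone without TACC3; many hits fall short of the cut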
ERp5 block: ERp5 (human) disulfide isomerase inhibition; ERp5 insulin aggregation, absorbance 650 nm, 90 min; inhibition, % at 9.99 µM; actives 0.05% (n = 350,000); AID 651711;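 active = mean replicate inhibition above about 25%, with every replicate also reaching it, limit read from the data, passing the limit was not always enough; inconclusive = only one of those two criteria met; inactive = neither criterion met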
Target sequence (Q15084 whole entry, looked up): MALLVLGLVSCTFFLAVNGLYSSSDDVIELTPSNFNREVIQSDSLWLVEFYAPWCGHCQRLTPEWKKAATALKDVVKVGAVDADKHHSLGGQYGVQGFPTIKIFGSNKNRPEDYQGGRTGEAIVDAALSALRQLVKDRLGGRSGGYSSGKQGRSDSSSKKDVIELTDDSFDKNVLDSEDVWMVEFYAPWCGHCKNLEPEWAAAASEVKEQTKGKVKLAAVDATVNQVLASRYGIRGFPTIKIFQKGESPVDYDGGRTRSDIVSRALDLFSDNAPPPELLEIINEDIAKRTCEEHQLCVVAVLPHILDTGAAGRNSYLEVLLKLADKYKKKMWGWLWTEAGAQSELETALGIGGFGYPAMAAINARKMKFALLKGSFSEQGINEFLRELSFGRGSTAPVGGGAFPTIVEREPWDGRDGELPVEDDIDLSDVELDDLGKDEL
Xi reactivation: activators of X-chromosome reactivation in mouse fibroblasts. activation, % at 7.58 µM. actives 0.055% (n = 360,000). XiGFP mouse fibroblasts, % GFP-positive cells imaging, 3 d; cells co-treated with 5-aza-dC sensitizer; scaled so ellipticine positive control = 100%;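 active = mean normalized replicate activation at least 10% and every replicate at or above 10%; inconclusive = only one of the two criteria met; inactive = mean below 10% and not all replicates reach 10%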;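 also: 0% = median of on-plate neutral control wells and 100% = ellipticine 6 µM median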
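Material: XiGFP fibroblasts, SV40-immortalized; Buffer or medium: DMEM containing 5-aza-dC; Compound dosing: single point; Times: 3 days compound exposure.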
CFTR F508del cor: CFTR F508del correction in bronchial cells; CFBE cells, YFP halide quenching; stimulated with forskolin plus potentiator P3; % fluorescence drop versus neutral controls; activity (quench increase), % at 7.58 µM; actives 0.36% (n = 350,000); AID 720511;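 active = mean added fluorescence quench of at least 8% versus neutral control, with both replicates also reaching 8%; inconclusive = only one of the mean or replicate conditions met; inactive = mean below 8% and not both replicates reaching 8%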;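 also: cells transiently co-express mutant CFTR-F508del with the halide-sensitive YFP; corrector assay measuring rescue of mutant channel to the surface after 24 h compound exposure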
PAX8 inh HTS: lowers PAX8-driven luciferase in RMG-I cells. RMG-I TPO-luciferase reporter, SteadyGlo, 24 h. inhibition, % at 12.6 µM. actives 1.2% (n = 360,000);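 active = mean replicate inhibition at least 60% with every replicate also reaching 60%; inconclusive = only one of the two criteria is met; inactive = mean below 60% and not all replicates reaching 60%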;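 also: luciferase light reporting Pax8 driven TPO promoter activity; plate controls were median of neutral control wells for no effect and mitoxantrone controls for full effect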
DENV2 CPE: DENV2-induced cell death inhibition. actives 1.7% (n = 350,000). CPE inhibition, % at 9.99 µM. DENV2-infected cells, cytopathic effect rescue, plate reader. AID 651640; in the data active = CPE inhibition above about 20%, passing the limit was not always enough; inconclusive = no clear call, values can overlap the other calls; tested in BHK-21 cells;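 also: 0% = median of neutral control wells and 100% = median of positive control wells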
EWS-Fli inh: EWS/Fli transcriptional activity inhibition; A673 NR0B1-luciferase reporter, viability-normalised; inhibition, % at 12.6 µM; actives 0.67% (n = 350,000); AID 651661;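 active = mean inhibition of at least 50% after viability correction, with every replicate also passing that limit; inconclusive = mean reaches 50% but only one of two replicates passes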;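 also: firefly luciferase signal divided by Alamar Blue viability fluorescence both relative to DMSO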
An asterisk follows results filed as active; u = inconclusive; x = no result given; & = joins results of further samples.

Values run as follows: GSIS activator | ARNT-TACC3 inh | ERp5 block | Xi reactivation | CFTR F508del cor | PAX8 inh HTS | DENV2 CPE | EWS-Fli inh
CCC(=O)Nc1ccc2c(c1)C(=O)N(C)C[C@@H](OC)[C@H](C)CN(C(=O)CC1CC1)[C@@H](C)CO2
    -1 | -6 | 5 | 0.0 | 2.7 | x | -2 | -4
COc1ccc(C(=O)CC(=O)c2ccccc2)cc1
    -23 | x | 1 | 0.0 | 1.1 | -166 | 2 | -67
CC(C(=O)NCCN1CCOCC1)(c1ccccc1)c1ccccc1
    5 | 1 | 2 | 0.0 | 1.4 | -3 | 7 | 3
O=[N+]([O-])c1cccc(/C=N/n2cnnc2)c1
    16 | -1 | -2 | 0.0 | 2.8 | 1 | 3 | -1
CCCC(C(=O)NC1CCCC1)N(Cc1ccccc1Cl)C(=O)c1snc(C(N)=O)c1N (stereo not drawn)
    -17 | 1 | -1 | 0.1 | 0.0 | 8 | -4 | 19
Clc1ccc(-c2nc3ccc(Cl)cn3c2Cc2cccc(Cl)c2)cc1
    -5 | x | 3 | -0.1 | 2.1 | -76 | 13 | -81
Cc1ccc(S(=O)(=O)N(C)C)cc1NC(=O)COc1cccc(-n2cnnn2)c1
    6 | 0 | -5 | 0.1 | -1.3 | 23 | -5 | 21
O=C(c1ccco1)N1CCN(Cc2cc(=O)c(OCc3ccccc3)co2)CC1
    7 | -6 | -2 | 0.4 | -0.5 | -8 | 4 | -7
O=C(COC(=O)C1CCCCC1)Nc1cc([N+](=O)[O-])ccc1F
    -5 | -4 | -5 | 1.2 | -1.3 | 8 | -2 | -1
O=C(c1ccccn1)c1cc2ccccc2n1S(=O)(=O)c1ccccc1
    -5 | 3 | x | -0.2 | x | -2 | x | x
CS(=O)(=O)Nc1ccc2c(c1)[C@@H]1C[C@@H](CC(=O)NCCN3CCCCC3)O[C@H](CO)[C@@H]1O2
    -3 | 12 | 6 | -0.1 | -3.6 | -14 | 0 | -9
CC(C(O)c1cc(=O)c(OCc2ccccc2)co1)[N+](=O)[O-] (stereo not drawn)
    -22 | 2 | -4 | 0.1 | 0.0 | 6 | u | -10
S=c1[nH]nc(-c2cc(-c3ccccc3)n[nH]2)n1/N=C/c1cccs1
    8 | 0 | -2 | 0.9 | -1.8 | 20 | -6 | 17
Cc1ccc(N2CC(C(=O)OCC(=O)c3ccc(C)c([N+](=O)[O-])c3)CC2=O)cc1 (stereo not drawn)
    5 | 1 | -1 | 0.1 | -0.9 | 10 | 0 | 13
COc1ccc(S(=O)(=O)Nc2cccc3c2O[C@H](CN(C)C(=O)Nc2ccccc2)[C@@H](C)CN([C@@H](C)CO)C3=O)cc1
    1 | x | 3 | -0.7 | -1.5 | -3 | u | -3

New compounds follow.
Values run as follows: GSIS activator | ARNT-TACC3 inh | ERp5 block | Xi reactivation | CFTR F508del cor | PAX8 inh HTS | DENV2 CPE | EWS-Fli inh
COc1ccc(-c2cnc3c(c2)C(=O)N([C@H](C)CO)C[C@@H](C)[C@H](CN(C)C(=O)C2CCCCC2)O3)cc1
    -13 | -7 | -3 | -0.2 | 0.7 | 0 | 7 | -14
Cc1ccc(CNC(=O)C2CCCN(S(=O)(=O)c3ccc(-n4cnnn4)cc3)C2)cc1 (stereo not drawn)
    9 | 0 | 4 | 0.3 | 1.6 | 1 | 3 | 2
CC(C)c1nnc(NC(=O)C2CCN(C(=O)c3ccco3)CC2)s1
    6 | -3 | -4 | 0.0 | -0.3 | -3 | 1 | -9
Cc1cc(C)cc(C(=O)Nc2nnc(SCC(=O)N3CCCc4ccccc43)s2)c1
    x | -7 | 6 | 0.0 | x | -16 | 3 | 5
C/C=C/c1cnc2c(c1)C(=O)N([C@H](C)CO)C[C@H](C)[C@@H](CN(C)C(=O)Nc1ccc(F)cc1)O2
    5 | -7 | -2 | -1.2 | 3.2 | -2 | -3 | 0
Clc1ccc(C2CC(c3cccs3)n3ncnc3N2)cc1Cl (stereo not drawn)
    -4 | x | 10 | 0.2 | -1.3 | 22 | 2 | 12
C[C@@H]1CCCCO[C@H](CN(C)C(=O)Nc2ccc(C(F)(F)F)cc2)[C@@H](C)CN([C@@H](C)CO)C(=O)c2cc(NC(=O)Nc3cccc4ccccc34)ccc2O1
    -17 | -4 | -1 | 0.3 | -2.5 | 5 | -3 | -31
CCOc1ccc(S(=O)(=O)N2CCc3cc(OC)c(OC)cc3C2)cc1
    0 | -1 | 5 | 0.2 | -0.4 | 31 | -7 | 10
COc1ccc(C)cc1NC(=S)NN1CCN(C)CC1
    9 | 2 | -4 | 0.0 | -2.2 | 2 | 6 | -1
O=C(NC(Cc1ccccc1)C(=O)O)/C(=C/c1ccccc1)NC(=O)c1ccccc1 (stereo not drawn)
    1 | -10 | x | 0.4 | x | 8 | x | x
O=C(C[C@@H]1CC[C@@H]2[C@H](COC[C@H](O)CN2Cc2ccc(Cl)cc2)O1)NCc1ccccc1Cl
    -12 | -8 | 0 | 0.3 | 2.3 | -7 | -19 | -4
O=C(N/N=C/c1ccccc1Cl)C1CC1
    15 | x | -6 | 0.0 | -0.1 | -8 | 2 | x
COC(=O)CC1(C(=O)OC)Oc2ccc(Br)cc2C(=O)N1c1cc(Cl)cc(Cl)c1 (stereo not drawn)
    24 | 0 | -2 | 0.3 | 0.8 | 17 | 0 | 1
O=C(CN1C(=O)c2ccccc2C1=O)NCC(=O)Nc1ccccc1
    16 | -4 | -9 | 0.4 | 1.9 | 16 | 6 | 3
C[C@@H]1CN([C@H](C)CO)C(=O)c2cccc(NC(=O)Nc3ccccc3)c2O[C@H]1CN(C)Cc1ccc(Oc2ccccc2)cc1
    2 | 11 | 4 | -0.1 | 0.3 | -2 | -15 | 3

(further entries)
Values run as follows: GSIS activator | ARNT-TACC3 inh | ERp5 block | Xi reactivation | CFTR F508del cor | PAX8 inh HTS | DENV2 CPE | EWS-Fli inh
CC(C)CC(=O)Nc1nnc(SCC(=O)NCc2ccco2)s1
    4 | -5 | 0 | -0.1 | x | 29 | -3 | -3
O=C(O)Cn1nnc(-c2ccccc2)c1COc1ccccc1
    34 | x | 11 | 0.0 | -2.5 | -21 | -11 | 1
O=C(CSc1nnc(Nc2ccccc2F)s1)NCC1CCCO1 (stereo not drawn)
    3 | x | -10 | 0.0 | 1.6 | -43 | -15 | -22
O=C(Nc1ccc2c(c1)CCCN2C(=O)c1cccs1)c1ccccc1
    -2 | 35 | 2 | 0.3 | 1.3 | -26 | 0 | -88
CC(C)n1ncc2c(C(=O)N3CCN(c4ccc(F)cc4)CC3)cc(-c3ccccc3)nc21
    -6 | 10 | 6 | -0.1 | -2.6 | 9 | -5 | 14
COc1ccccc1C(=O)Nc1ccnn1C1CCN(Cc2ncc[nH]2)CC1
    4 | 15 | -3 | 0.2 | 1.6 | -13 | -3 | 10
CCc1nc2sccc2c(=O)[nH]1
    6 | 0 | -5 | 0.3 | 0.2 | 16 | 0 | 0
C[C@H](CO)N1C[C@H](C)[C@@H](CN(C)Cc2ccc(Cl)c(Cl)c2)Oc2ccc(NS(=O)(=O)c3cn(C)cn3)cc2CC1=O
    -28 | 5 | -3 | 0.4 | 2.1 | 17 | -4 | 13
CCC1C(c2ccccc2)=CCC(C(=O)O)C1C (stereo not drawn)
    -1 | 22 | 5 | 0.1 | 2.2 | -5 | -18 | 9
CCn1c(SCC(=O)N2CCCCC2)nc2c(c1=O)SC(C)C2 (stereo not drawn)
    x | -6 | 1 | 0.0 | -0.6 | 9 | -10 | 11
N#Cc1ccc(C(=O)CSc2nnc(-c3ccc(C(F)(F)F)cn3)s2)cc1
    x | 4 | 5 | 0.0 | -0.9 | 16 | -4 | 5
CCCCCCNC(=O)O[C@]12C[C@@H](C(=O)OC)[C@@H](C(=O)OC)C[C@@]1(O)CN(S(=O)(=O)c1ccc(C)cc1)C2
    -14 | x | -1 | 0.0 | -3.1 | -145 | -1 | 3
COC(=O)C1CC(=O)N(c2ccc(OCc3ccccc3Cl)cc2)C1 (stereo not drawn)
    -17 | -5 | 4 | 0.3 | -2.8 | -9 | -3 | 3
COc1cc(OC)c2c(-c3cccc(-c4ccc(F)c(Cl)c4)c3)cc(=O)oc2c1
    17 | 3 | -2 | 0.3 | -3.6 | 17 | 2 | 47
Cc1ccc(S(=O)(=O)Nc2ccc3c(c2)C(=O)N([C@@H](C)CO)C[C@@H](C)[C@@H](CN(C)S(=O)(=O)c2ccccc2)OCCCC[C@@H](C)O3)cc1
    4 | -2 | 0 | 0.3 | 0.2 | 30 | -11 | -4

Ordered by value in GSIS activator (smallest number first): some entries from above
canonical_smiles	GSIS activator	ARNT-TACC3 inh	ERp5 block	CFTR F508del cor
CCCCCCNC(=O)O[C@]12C[C@@H](C(=O)OC)[C@@H](C(=O)OC)C[C@@]1(O)CN(S(=O)(=O)c1ccc(C)cc1)C2	-14	x	-1	-3.1
CCC1C(c2ccccc2)=CCC(C(=O)O)C1C (stereo not drawn)	-1	22	5	2.2
CC(C)CC(=O)Nc1nnc(SCC(=O)NCc2ccco2)s1	4	-5	0	x
O=C(O)Cn1nnc(-c2ccccc2)c1COc1ccccc1	34	x	11	-2.5

The listing continues.
Molecule	GSIS activator	ARNT-TACC3 inh	ERp5 block	Xi reactivation	CFTR F508del cor	PAX8 inh HTS	DENV2 CPE	EWS-Fli inh
CC(/C=C/c1ccccc1)=N\Nc1nc(-c2ccccc2)cs1	10	-19	-1	x	-1.4	x	-1	-2
COc1ccc(NC(=O)N2[C@@H]3CNC[C@H]2C3c2ccc(-c3cccc(C(=O)N(C)C)c3)cc2)cc1 (stereo partly drawn)	7&-4	x	6&16	0.0&0.1	-1.6&-2.9	-10&-15	7&2	7&-17
CCNC(=O)C[C@H]1CC[C@H]2[C@@H](COc3ccc(NC(=O)Nc4c(C)noc4C)cc3C(=O)N2C)O1	3	-17	-1	0.0	-1.1	-11	5	-1
CCc1nc2ccc(C(=O)Nc3cccc(OCC(=O)N(C)C)c3)cn2c1N(C)C(=O)c1ccncc1	-2	x	6	0.0	-0.9	-16	0	-2
O=C(Nc1ccc2c(c1)OCCO2)c1ccc(Cl)c([N+](=O)[O-])c1	14	2	x	0.0	x	-73	x	x
C=CCOc1ccccc1CN1CCC(Oc2ccc(C(=O)N3CCCC3)cc2)CC1	-31	22	8	0.1	-1.1	13	8	15
O=C(CCCN1C(=O)c2ccccc2C1=O)NCc1ccc(F)cc1	7	-7	-3	0.3	-1.5	9	5	10
CCOCCCN(C(=O)c1snc(C(N)=O)c1N)C(C(=O)NCCC(C)C)c1ccc(F)cc1 (stereo not drawn)	1	-2	4	0.0	-0.2	6	8	3
Cc1ccc(F)cc1NC(=O)N1c2ccccc2NC(=O)CC1C (stereo not drawn)	20	-5	2	0.0	1.0	9	-5	0
COc1cc(-c2nc3cnccn3c2Nc2ccc(C)cc2)ccc1O	-15	-7	-5	x	1.3	x	-1	15
O=C1COc2ccc(C(=O)COC(=O)c3cc(S(=O)(=O)N4CCOCC4)ccc3F)cc2N1	10	-2	0	0.0	3.5	13	4	x
O=C(Nc1nnc(-c2ccc(F)cc2)o1)c1cccc([N+](=O)[O-])c1	9	27	-3	0.0	-0.5	-5	u	38
CC(=O)Nc1ccc(NC(=O)C(NS(=O)(=O)c2cccc3nsnc23)C(C)C)cc1 (stereo not drawn)	-2	-2	-6	0.0	0.2	-16	3	x
CCCC(=O)Nc1ccc2c(c1)OC[C@H](C)N(Cc1ccc(F)cc1)C[C@H](C)[C@H](OC)CN(C)C2=O	-6	x	17	0.3	1.2	-10	-9	-6
Cc1cc(C)c(C(=O)Nc2ccc(C)c(C)c2)c(CC(C)(C)C(=O)O)c1	0	-7	0	0.0	x	-3	5	-16

Source: PubChem BioAssay
